Source: PubChem (The Scripps Research Institute Molecular Screening Center)
proCasp7 act: counter-screen for procaspase-3 activators: activators of human procaspase-7; recombinant procaspase-7, Ac-DEVD-pNA absorbance 405 nm; D23A/D198A/D206A triple mutant, cannot self-cleave; scale: DMSO 0, 5 µM enzyme 100; activation, % at 8.5 µM; 0.093% of 330,000 active;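 active = percent activation above the screen-wide mean plus 3 SD, cut at about 25% in these data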
Target sequence (P55210 whole entry D23A/D198A/D206A): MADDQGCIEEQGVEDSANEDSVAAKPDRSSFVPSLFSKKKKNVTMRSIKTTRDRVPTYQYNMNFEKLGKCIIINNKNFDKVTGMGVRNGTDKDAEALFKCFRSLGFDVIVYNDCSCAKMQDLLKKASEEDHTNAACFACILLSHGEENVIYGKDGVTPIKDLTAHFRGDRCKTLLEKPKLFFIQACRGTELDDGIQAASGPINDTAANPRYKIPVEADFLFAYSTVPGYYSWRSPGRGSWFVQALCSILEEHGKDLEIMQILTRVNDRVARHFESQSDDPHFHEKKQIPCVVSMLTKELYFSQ
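Assay system – Uncleavable procaspase-7 mutant enzyme · Quantity – 2 µM procaspase-7 mutant as dispensed · Times – 1 h preincubation, 2 h reaction · Dosing – single nominal 8.5 µM compound dose, 0.8% DMSO final · Buffer or medium – Zinc-free 50 mM HEPES buffer, pH 7.4, with NaCl and Triton X-100 · Detection – Epi-absorbance of released pNA at 405 nm, two timepoints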
procasp3 activ: procaspase-3 (human) activation; AID 463141; recombinant procaspase-3 D3A, Ac-DEVD-pNA absorbance 405 nm; activation, % at 8.5 µM; 0.11% of 330,000 active; P42574;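 active = activation above the mean of all tested compounds plus 3 SD, cut at about 21% in these data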;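 note: 0% = DMSO alone and 100% = DMSO wells spiked with extra 5 µM PC-3 D3A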
Target sequence (P42574 whole entry D9A/D28A/D175A): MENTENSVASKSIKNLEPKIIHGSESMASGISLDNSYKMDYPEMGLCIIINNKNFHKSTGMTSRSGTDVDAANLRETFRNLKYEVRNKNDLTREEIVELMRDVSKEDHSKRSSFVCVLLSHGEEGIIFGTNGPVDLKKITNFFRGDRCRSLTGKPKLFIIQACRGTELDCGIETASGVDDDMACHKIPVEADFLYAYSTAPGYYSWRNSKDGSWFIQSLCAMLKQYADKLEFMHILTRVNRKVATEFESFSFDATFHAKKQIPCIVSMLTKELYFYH
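System: Procaspase-3 D3A mutant. Medium: Zinc-free 300 mM NaCl, 50 mM HEPES, 0.01% Triton X-100. Schedule: 1 h preincubation plus 2 h reaction at 25 °C. Measured by: 405 nm absorbance of p-nitroaniline, reads at 0 and 120 min. Read-out: percent activation relative to control range.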
AHR activator: activates the human aryl hydrocarbon receptor; P35869; activation, % at 5 µM; AHR-responsive luciferase reporter cells, luminescence; 2.5% of 320,000 active; in the data active = activation above about 47%;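 note: 0% = vehicle wells and 100% = reference agonist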
PP5 primary: inhibitors of human protein phosphatase 5 (PP5) | purified PP5c, OMFP substrate fluorescence | inhibition, % at 6.7 µM | 0.18% of 320,000 active;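 active = inhibition above the campaign's mean inhibition across all tested compounds plus 3 SD, cut at about 9.5% in these data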;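 note: 0% = DMSO only and 100% = 100 µM cantharidin control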
Target sequence (P53041 whole entry, looked up): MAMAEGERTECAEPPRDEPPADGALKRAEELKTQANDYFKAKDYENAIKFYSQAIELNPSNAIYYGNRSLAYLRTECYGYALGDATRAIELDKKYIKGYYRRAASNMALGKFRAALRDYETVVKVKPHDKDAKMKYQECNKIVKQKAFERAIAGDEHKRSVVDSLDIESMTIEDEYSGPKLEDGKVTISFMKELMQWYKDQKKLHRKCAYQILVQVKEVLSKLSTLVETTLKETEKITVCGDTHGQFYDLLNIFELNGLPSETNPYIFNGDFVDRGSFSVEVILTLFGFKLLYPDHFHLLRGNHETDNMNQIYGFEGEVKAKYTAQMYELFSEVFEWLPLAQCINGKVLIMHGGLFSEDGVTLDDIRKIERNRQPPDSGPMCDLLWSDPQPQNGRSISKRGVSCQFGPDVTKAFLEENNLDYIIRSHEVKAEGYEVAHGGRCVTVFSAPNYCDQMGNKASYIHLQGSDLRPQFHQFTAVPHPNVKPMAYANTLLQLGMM
TPT1 inh: C. albicans TPT1 enzyme inhibition; recombinant caTPT1, FP RNA substrate dephosphorylation; inhibition, % at 5 µM; 0.81% of 300,000 active; AID 1962;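 active = inhibition above the mean of all tested compounds plus 3 SD, set per screening campaign, cut at about 24% in these data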;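 note: plate controls were DMSO alone for no effect and ferristatin control at 100 nM for full effect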
HCV core dimer: blocks dimerization of HCV core protein. TR-FRET GST/Flag-core106 dimerization, 1536-well. inhibition, % at 5 µM. 0.33% of 300,000 active. AID 1899;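 active = inhibition above the mean of all tested compounds plus 3 SD, set per screening campaign, cut at about 45% in these data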
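Assay system: Tagged HCV core106 pair (GST and Flag) | Buffer or medium: KF-containing HEPES buffer, pH 7.45, DTT, CHAPS, BSA | Also added: Eu donor and XL665 acceptor anti-tag antibodies | Dosing: One concentration, 5 µM, in 0.5% DMSO | Timing: 4 h at 22.5 °C | Technique: TR-FRET 671 and 617 nm emission | Repeats: Singlicate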
PP1 inh: counter-screen for PP5 inhibitors: inhibitors of human PP1-alpha | inhibition, % at 6.7 µM | 0.9% of 320,000 active | AID 2235 | purified PP1alpha, OMFP fluorescence;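 active = inhibition above the mean inhibition of all tested compounds plus 3 SD, computed separately for each screening campaign, cut at about 15% in these data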
Fh CTSL1 inh: blocks F. hepatica cathepsin L1 in PFM18AAP counter-screen | recombinant F. hepatica cathepsin L1, Z-Leu-Arg-MCA fluorescence | inhibition, % at 5.96 µM | 0.49% of 300,000 active;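 active = inhibition above the mean of all tested compounds plus 3 SD, set per screening campaign, cut at about 17% in these data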;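 note: 0% = plate median of test compound wells and 100% = 1 µM Z-Phe-Ala-diazomethylketone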
PAFAH2 inh: inhibitors of human PAFAH2; Q99487; recombinant PAFAH2, FP-rhodamine activity probe, fluorescence polarization; inhibition, % at 3.39 µM; 0.99% of 340,000 active; AID 492956;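 active = inhibition above the mean over all tested compounds plus 3 SD, cut at about 30% in these data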;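 note: inhibitors block probe labeling of enzyme so polarization drops; 0% = enzyme with DMSO and 100% = wells lacking PAFAH2 protein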
* hit, by the source's call; nt = no result given.

SMILES	proCasp7 act	procasp3 activ	AHR activator	PP5 primary	TPT1 inh	HCV core dimer	PP1 inh	Fh CTSL1 inh	PAFAH2 inh
NNC(=O)CCc1c[nH]c2ccccc12	-6	0	14	4.3	-2	6	-3	-2	1
CC1=C(C)Cc2c(OC(=O)c3ccccc3)ccc(OC(=O)c3ccccc3)c2C1	2	4	-1	-4.7	0	-8	2	8	nt
CCOc1ccc(NCc2nnc(SCC(=O)Nc3cc(C)on3)n2-c2ccc(OC)cc2)cc1	2	-5	2	0.7	1	-6	-3	2	-2
O=C(CCS(=O)(=O)c1ccc(Br)cc1)N1CCN(c2ccccc2F)CC1	1	-12	0	0.3	-8	0	-3	-3	24
CC(C)c1ccc(NC2=NCC(=O)N2Cc2cccs2)cc1	9	5	-3	3.3	-1	-8	-4	-1	6
N#CC1=C2SCN(Cc3ccco3)CN2C(=O)CC1c1ccccc1F (stereo not drawn)	-29	-17	-1	3.7	3	1	-1	-4	4
Cc1ccc(-c2nnc(Cc3ccc([N+](=O)[O-])cc3)o2)cc1	9	4	0	-0.6	5	2	5	5	3
CCSc1nnc(NC(=O)C2Cc3ccccc3CN2C(=O)c2ccco2)s1 (stereo not drawn)	-11	-4	19	2.8	4	85*	12	-1	4
O=C(N1CCN=C1SCc1cccnc1)C12CC3CC(CC(C3)C1)C2	8	10	16	3.8	-3	4	-4	-4	0
Cc1cccc(NC(=O)CSc2nc(COc3ccccc3)nc3ccccc23)c1C	-2	-10	10	3.4	1	6	6	-4	6

Three compounds from above, ordered by their value in PP5 primary, rising:
Structure	PP5 primary
CCSc1nnc(NC(=O)C2Cc3ccccc3CN2C(=O)c2ccco2)s1 (stereo not drawn)	2.8
CC(C)c1ccc(NC2=NCC(=O)N2Cc2cccs2)cc1	3.3
O=C(N1CCN=C1SCc1cccnc1)C12CC3CC(CC(C3)C1)C2	3.8

More records follow:
SMILES	proCasp7 act	procasp3 activ	AHR activator	PP5 primary	TPT1 inh	HCV core dimer	PP1 inh	Fh CTSL1 inh	PAFAH2 inh
CCCCN1CC(=O)N2[C@H](c3ccc(OC)cc3)[C@@H]3C(=O)N(CC)C(=O)[C@@H]3[C@]2(C)C1=O	1	13	4	1.4	0	-13	1	-3	0
CC(=O)Oc1ccc(-c2cccc(C(=O)NCC(=O)O)c2)cc1	-3	-6	-3	-1.6	-1	5	-4	-3	2
CC(C)c1ccc(OCC(=O)Nc2ccccc2C(=O)N2CCOCC2)cc1	7	-12	-1	-0.6	2	-5	-2	-3	2
CC(C)(C)OC(=O)C[C@@H]1C/C=C\C[C@@H](CC(=O)N[C@@H](CO)Cc2ccccc2)C(=O)N2CCC[C@H]2COC1=O	1	10	0	nt	nt	nt	nt	nt	4
Cc1ccc(N(CC(=O)O)S(C)(=O)=O)cc1Cl	-8	5	1	-1.8	-2	-1	0	10	-2
CCCCNC(=O)Nc1nnc(-c2ccccc2)o1	7	-1	38	-1.9	-6	5	-6	4	3
CC(=O)N1CC=CC1(C)C(=O)O (stereo not drawn)	-2	-5	1	0.3	3	9	-3	-4	5
COc1cccc2cc(C(=O)NCc3ccc(C)cc3)c(=O)oc12	9	0	-1	-0.2	-1	-2	5	-3	-6
Cc1ccc(-c2nn(-c3ccccc3)cc2/C=N/NC(=O)CSc2nnc(C)n2-c2ccccc2)cc1	3	-2	-2	5.9	0	24	8	7	-13
CCOc1ccc(Cl)cc1CNCCNCC(C)O (stereo not drawn)	10	3	-1	1.0	-4	1	-4	0	6
O=C(Cn1cnnn1)NCc1ccccc1	-2	3	1	-0.3	-2	0	-4	0	8
CCOC(=O)C(NCCc1ccccc1)(NC(C)=O)C(F)(F)F (stereo not drawn)	2	5	0	0.6	0	-7	-2	0	4
O=C(NC1CC(=O)N(c2ccccc2)C1)C(=O)c1c[nH]c2ccccc12 (stereo not drawn)	8	2	11	1.6	1	0	-3	1	4
COc1ccc(S(=O)(=O)N2CCC(C(=O)N[C@H](C(=O)NCc3ccco3)C(C)C)CC2)cc1	8	1	-1	1.3	0	-8	-6	2	-2
CCOc1ccccc1NC(=O)C(NCC1(N2CCCCC2)CCCCC1)c1ccccc1 (stereo not drawn)	-4	6	1	-0.1	0	1	-1	1	-2
COc1ccc(CNC(=O)COC(=O)CCS(=O)(=O)c2ccc(C)cc2)cc1OC	6	-2	-1	2.6	1	-3	-1	-59	8
CCN(CC(=O)Nc1sc2c(c1C#N)CCC(C)C2)CC(=O)NC1CCS(=O)(=O)C1 (stereo not drawn)	-7	12	3	-0.4	-1	0	-4	-2	0
Cc1ccccc1C(=O)NC1CCS(=O)(=O)C1 (stereo not drawn)	3	-9	-1	-1.9	-2	-1	0	-6	-4
CCCCn1c(N)c(N(CCOC)C(=O)c2ccc3c(c2)C(=O)N(c2ccccc2Cl)C3=O)c(=O)[nH]c1=O	16	2	0	nt	nt	nt	nt	nt	3
CC1CN(CC(O)COC(c2ccccc2)c2ccccc2)CC(C)O1 (stereo not drawn)	-3	4	0	-0.6	-3	-1	-1	-1	7

Part of the list above in order of number of heavy atoms, high to low.
SMILES	proCasp7 act	procasp3 activ	AHR activator	PP5 primary	TPT1 inh	HCV core dimer	PP1 inh	Fh CTSL1 inh	PAFAH2 inh
CC(C)(C)OC(=O)C[C@@H]1C/C=C\C[C@@H](CC(=O)N[C@@H](CO)Cc2ccccc2)C(=O)N2CCC[C@H]2COC1=O	1	10	0	nt	nt	nt	nt	nt	4
CCCCn1c(N)c(N(CCOC)C(=O)c2ccc3c(c2)C(=O)N(c2ccccc2Cl)C3=O)c(=O)[nH]c1=O	16	2	0	nt	nt	nt	nt	nt	3
COc1ccc(S(=O)(=O)N2CCC(C(=O)N[C@H](C(=O)NCc3ccco3)C(C)C)CC2)cc1	8	1	-1	1.3	0	-8	-6	2	-2
Cc1cccc(NC(=O)CSc2nc(COc3ccccc3)nc3ccccc23)c1C	-2	-10	10	3.4	1	6	6	-4	6
COc1ccc(CNC(=O)COC(=O)CCS(=O)(=O)c2ccc(C)cc2)cc1OC	6	-2	-1	2.6	1	-3	-1	-59	8
CCSc1nnc(NC(=O)C2Cc3ccccc3CN2C(=O)c2ccco2)s1 (stereo not drawn)	-11	-4	19	2.8	4	85*	12	-1	4
N#CC1=C2SCN(Cc3ccco3)CN2C(=O)CC1c1ccccc1F (stereo not drawn)	-29	-17	-1	3.7	3	1	-1	-4	4
O=C(N1CCN=C1SCc1cccnc1)C12CC3CC(CC(C3)C1)C2	8	10	16	3.8	-3	4	-4	-4	0
COc1cccc2cc(C(=O)NCc3ccc(C)cc3)c(=O)oc12	9	0	-1	-0.2	-1	-2	5	-3	-6
CC(=O)Oc1ccc(-c2cccc(C(=O)NCC(=O)O)c2)cc1	-3	-6	-3	-1.6	-1	5	-4	-3	2
Cc1ccc(-c2nnc(Cc3ccc([N+](=O)[O-])cc3)o2)cc1	9	4	0	-0.6	5	2	5	5	3
CCCCNC(=O)Nc1nnc(-c2ccccc2)o1	7	-1	38	-1.9	-6	5	-6	4	3
Cc1ccccc1C(=O)NC1CCS(=O)(=O)C1 (stereo not drawn)	3	-9	-1	-1.9	-2	-1	0	-6	-4
O=C(Cn1cnnn1)NCc1ccccc1	-2	3	1	-0.3	-2	0	-4	0	8
NNC(=O)CCc1c[nH]c2ccccc12	-6	0	14	4.3	-2	6	-3	-2	1
CC(=O)N1CC=CC1(C)C(=O)O (stereo not drawn)	-2	-5	1	0.3	3	9	-3	-4	5

Next part
SMILES	proCasp7 act	procasp3 activ	AHR activator	PP5 primary	TPT1 inh	HCV core dimer	PP1 inh	Fh CTSL1 inh	PAFAH2 inh
COc1ccc(OCC(=O)N(C)Cc2ccccc2)cc1	-6	-2	2	0.7	-3	-2	-2	-3	4
CCN(CC)S(=O)(=O)c1ccc(S(=O)(=O)N(CC(=O)Nc2ccccc2)Cc2ccco2)cc1	-1	0	-3	4.9	-2	9	-4	-3	3
CC(C)(C)C1CCc2c(sc3nc(SCC(N)=O)nc(N)c23)C1 (stereo not drawn)	-5	0	7	6.8	3	0	6	-3	0
COc1ccc(CCN2C(=O)CC(Cc3ccccc3)C2=O)cc1OC (stereo not drawn)	-7	-8	-3	2.4	-7	1	5	1	6
NCCCCCC(=O)N/N=C/c1ccc2nccnc2c1	4	10	-3	-1.2	0	5	-10	1	-6
CCOC(=O)CNc1c(-c2ccc(OC)cc2)nc2ccc(Cl)cn12	2	-5	9	4.4	2	-9	-3	0	5
O=C(NC(=S)N1CCN(c2ccc(C(F)(F)F)cc2[N+](=O)[O-])CC1)c1cccs1	-9	-17	6	-0.4	1	-6	3	6	4
COCCNC(=O)[C@H](CSCc1ccccc1)N1Cc2ccccc2C1=O	7	6	-1	-1.2	-5	-3	2	-4	11
c1ccc(-c2ccc3c(c2)c2c4n3CCN=C4CCC2)cc1	0	0	93*	2.4	2	-1	5	4	8
COC(=O)c1c(C(=O)OC)c(-c2ccc(OC)cc2)n2c1CS(=O)C2 (stereo not drawn)	13	6	1	0.5	3	0	1	-1	-2
CCNc1c(NS(=O)(=O)c2ccc(Cl)s2)c(=O)oc2ccccc12	1	-2	1	2.1	3	-1	-1	1	20
COCCN(C(=O)COC(=O)CCSc1ccc(F)cc1)c1c(N)n(Cc2ccccc2)c(=O)[nH]c1=O	-1	-2	-1	-1.6	2	-1	-6	-34	0
COc1ccccc1N1CCN(C(=O)CSc2nnc(NC(=O)C(C)C)s2)CC1	7	1	-1	2.1	-3	5	2	1	0
CC(NC(=O)c1ccc(NC(=O)CC2SC(N3CCCC3)=NC2=O)cc1)c1ccc(F)cc1 (stereo not drawn)	12	-1	0	-0.2	nt	nt	-1	nt	-7
NCCCC[C@@H]1NC(=O)c2cc([N+](=O)[O-])cc(I)c2SC[C@@H](C(N)=O)NC(=O)[C@H](Cc2ccc(O)cc2)NC1=O	-11	0	3	2.3	0	-16	14	8	-7
CCn1c(NCCCO)nc2c(c1=O)C(C)(CC)Cc1ccccc1-2 (stereo not drawn)	5	0	8	0.8	0	-5	3	-4	-1
O=C(CSc1nnc(CNC(=O)c2ccco2)o1)Nc1ccccc1	-2	10	9	2.7	3	-9	1	-2	1
O=C(Nc1ccccc1)c1ccc(S(=O)(=O)NCc2ccco2)cc1	5	-6	1	1.4	-8	-2	6	-2	7
O=C(Nc1ccc(F)cc1)c1ccc(S(=O)(=O)N2CCOCC2)o1	14	17	2	2.4	-4	-1	-1	0	nt
CC(C)[C@@H]1CN=C(N)N1C[C@@H]1CCCN1C[C@H](C)N1C[C@@H](Cc2ccccc2)N(CCc2ccc(Cl)c(Cl)c2)C1=N	0	4	0	nt	nt	nt	nt	nt	3
COc1ccc(OC)c(Nc2nc(-c3sc(NC(=O)c4ccccc4)nc3C)cs2)c1	-8	-19	55*	4.1	36*	11	0	-1	nt
Nc1sc2c(c1C(=O)NC1CC1)CCCC2	-7	-20	4	nt	nt	nt	nt	nt	8
O=C1C(=O)N(C2CCS(=O)(=O)C2)C(c2cccc(O)c2)/C1=C(/O)c1ccc(Cl)cc1 (stereo not drawn)	-1	2	1	-0.3	-2	4	1	1	0
